# Autophagy mod: autophagy modulation, high-content screen | MEF GFP-LC3 puncta imaging; test concentration mostly 10 µM | calls only at 10 µM (by protocol) | 190,000 compounds, 0.98% hits | AID 463193;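 active = percentage of spot-positive cells more than 3 SD above its plate mean, without a fluorescence outlier flag or 80% toxicity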;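 note: spot-positive cell cutoff set from DMSO-treated cells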
# WT yeast gro inh: growth inhibition of WT yeast, mitochondrial fusion screen | mitochondrial fusion phenotypic screen, WT strain | inhibition, % at 10 µM | 190,000 compounds, 2.1% hits; in the data active = inhibition above about 58%; tested in S. cerevisiae
# AID2073: disruptors of CaV2.2 binding to Mint1 – biochemical, HTRF (AID 2073) | HTRF protein-protein interaction, Mint1-CaV2.2; higher % means a stronger effect | inhibition, % at 20 µM; hits with a dose series show IC50 in µM | 290,000 compounds, 0.19% hits; in the data active = inhibition mostly above about 51%, no sharp cut-off; note: some results filed as inactive read as strong as hits
# HIV peptide binding: inhibitors of HIV fusion peptide binding, primary screen, biochemical, uHTS, fluorescence dequenching (AID 1986); cell-free peptide binding, fluorescence dequenching, 30 min; higher % means a stronger effect; one-dose inhibition, % at 20 µM; IC50 in µM for titrated hits; 290,000 compounds, 0.3% hits; in the data active = inhibition mostly above about 52%, no sharp cut-off; inactive = mostly below about 76%; note: some results filed as inactive read as strong as hits
# Yfh1-off respiration: mitochondrial function rescue without frataxin homolog – Friedreich's ataxia, plus single-dose screen, dose response (AID 1465). S. cerevisiae Yfh1-off respiration, WST-1 reduction, 72 h; higher fold induction means a stronger effect. 220,000 compounds, 0.074% hits. fold induction at 50 µM; hits with a dose series show EC50 in µM;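 active = fold induction of absorbance versus untreated yeast above a set limit, then at least 30% activation at any dose in follow-up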;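 note: activators that raise dye reduction in frataxin-depleted yeast; strong numbers were not always called active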
# bCat nuc transl: alters nuclear translocation of beta-catenin in HeLa cells; immunofluorescence imaging; nuclear translocation activity, % at 5 µM; 190,000 compounds, 0.3% hits;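 active = nuclear translocation activity above 50% at 5 µM, with a well cell count of 50 or more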;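 note: per-cell ratio of nuclear to cytoplasmic median beta-catenin stain intensity; plate controls were DMSO negative control for no effect and GSK-3 inhibitor IX positive control for full effect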
#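 Test system: human HeLa cells, endogenous beta-catenin. Times: 24 h compound exposure, 37°C. Measured by: beta-catenin immunofluorescence imaging with DAPI.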
# Ins promoter up: MIN6 insulin promoter up-regulation | MIN6 insulin promoter-GFP reporter, high-content imaging; active compounds read high | z-score at 5 µM | 190,000 compounds, 0.3% hits | AID 1625;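 active = z-score above 3 at 5 µM with at least 500 cells counted in the well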
# Dynein cargo inh: dynein cargo transport inhibition | AID 1381 | z-score, hits read low | 220,000 compounds, 0.47% hits | 3617.4 mouse cells, GR-EGFP nuclear translocation imaging; test concentration mostly 20 µM; stimulated with dexamethasone, 1 µM; active compounds read low;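 active = plate z-score of nuclear minus cytoplasmic receptor signal below a set negative limit, without overly bright fluorescence or cell loss, cut at about -3.5 in these data, passing the limit was not always enough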;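 note: z-score of nuclear minus cytoplasmic ring GR-EGFP intensity difference per well; some compounds called inactive have numbers as strong as hits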
#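 Buffer or medium: tet-free, stripped-serum medium; reagent: dexamethasone at 1.0 µM final, 30 min; incubation: 48 h induction, 1 h compound, 30 min dex at 37 °C; measured by: formaldehyde fixation, Hoechst nuclear stain, 10x automated fluorescence imaging; read-out: nuclear-to-cytoplasmic GR-EGFP distribution per well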
# MT stabilize HCS: stabilizes microtubules in HeLa cells | AID 2205 | HeLa tubulin immunostaining HCS, 24 h; share of cells brighter than vehicle mean+2SD | % tubulin-high responders, % at 10 µM | 200,000 compounds, 0.83% hits;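 active = plate Z-score above 3 for both tubulin-high and condensed-nucleus cell shares, with cell loss under 80%, at 10 µM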;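 note: anti alpha tubulin signal scored within the nucleus-defined area of each cell; some results filed as inactive read as strong as hits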
# WT yeast gro inh mutant strain: also measured in WT yeast gro inh; calls as there; inhibition, %; mitochondrial fusion phenotypic screen, mutant strain inhibition
# Dynein cargo inh cytoplasmic EGFP: also measured in Dynein cargo inh; calls as there; z-score; measured here: cytoplasmic GR-EGFP intensity; active compounds read high
# Dynein cargo inh nuclear GR-EGFP: also measured in Dynein cargo inh; calls as there; z-score; measured here: nuclear GR-EGFP intensity;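 lower value marks the stronger effect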
# Dynein cargo inh cell count: second read-out of Dynein cargo inh, no call of its own (marks repeat the call); z-score; measured here: cell count per field
# Ins promoter up cell count: further read-out of Ins promoter up, marked with its call; cell count; measured here: cytotoxicity, nuclei count;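 total cells summed across four imaged fields per well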
# bCat nuc transl cell count 5 µM: also measured in bCat nuc transl; calls as there; cell count; measured here: cell count, cytotoxicity flag
# MT stabilize HCS Hoechst-high %: recorded beside MT stabilize HCS, whose call it bears; % Hoechst-high responders; measured here: nuclear condensation Hoechst responders;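 share of cells brighter than vehicle mean plus two SD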
# MT stabilize HCS cytotoxicity %: recorded beside MT stabilize HCS, whose call it bears; toxicity, %; measured here: cytotoxicity by cell density;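 0% = mean cell density of plate MIN control wells and 100% = no cells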
# Autophagy mod cell loss 18 h: recorded beside Autophagy mod, whose call it bears; toxicity, %; measured here: cell loss, nuclei count;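 cell loss after 18 h compound exposure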
# * hit, by the source's call; i = inactive; x = not tested or not shown; + = active, no number.
SMILES,Autophagy mod,Autophagy mod cell loss 18 h,WT yeast gro inh,WT yeast gro inh mutant strain,AID2073,HIV peptide binding,Yfh1-off respiration,bCat nuc transl,bCat nuc transl cell count 5 µM,Ins promoter up,Ins promoter up cell count,Dynein cargo inh,Dynein cargo inh cytoplasmic EGFP,Dynein cargo inh nuclear GR-EGFP,Dynein cargo inh cell count,MT stabilize HCS,MT stabilize HCS Hoechst-high %,MT stabilize HCS cytotoxicity %
CCCS(=O)(=O)c1c(S(=O)(=O)CCC)c2ccc(C(N)=O)cn2c1C(=O)OC,i,25,-15,-18,15%,1.3%,i,-2.4,1043,-0.46,1277,0.88,-0.16,0.37,0.1,2.0,1.0,9.3
CS(=O)(=O)Nc1ccc(S(=O)(=O)N2CCCC2)cc1,i,-10,-12,-8,-6%,-0.3%,i,-1.0,1046,-0.08,1452,1.3,-0.33,1.2,-0.31,3.5,2.2,7.9
c1ccc(-c2nnc(SCc3nc4ccccc4[nH]3)o2)cc1,i,7,16,11,-4%,-0.9%,i,1.1,1112,0.41,1185,-0.33,0.42,0.55,-0.48,3.7,2.4,3.9
O=C1CS/C(=N/N=C/c2c[nH]c3ccccc23)N1,x,x,x,x,2%,-0.3%,i,0.7,1306,0.26,941,1.1,-0.078,1.4,-2.3,x,x,x
CCOc1cc(-c2nnc(-c3ccco3)o2)cc(OCC)c1OCC,i,9,6,8,12%,0.8%,i,x,x,0.12,1284,-0.27,-0.15,0.15,0.1,4.3,2.0,9.8
COc1ccc(N(CC(=O)Nc2ccc3c(c2)OCO3)S(=O)(=O)c2ccc(F)cc2)cc1,+,-16*,0,-14,4%,-2.9%,i,-0.9,878,-0.33,1433,-2.6,1.3,-1.8,-0.35,1.8,4.0,8.9
Cc1cccnc1CN1CCN(C(=O)CCc2nnc(CCc3ccccc3)o2)CC1,i,-17,14,12,-19%,0.7%,i,0.8,1003,0.57,1347,1.6,-0.021,1.6,-1.9,1.2,0.7,5.0
COc1cc(/C=N/n2cnnc2)ccc1OC(=O)c1ccncc1,i,-2,9,-1,-10%,1.0%,i,-0.9,978,0.24,1103,0.12,-0.3,0.59,-0.3,2.9,3.6,17
CCCOC(=O)c1ccc(NC(=O)Oc2ccccc2)cc1,i,9,19,-4,-2%,-1.6%,i,2.4,1352,0.38,1334,1.1,-0.22,-0.41,-0.77,2.5,1.4,8.7
c1cncc(-c2nc3ccccc3s2)c1,x,x,x,x,-1%,0.8%,i,-1.9,1277,0.6,1422,0.43,-0.29,0.19,0.54,x,x,x
COc1ccc2cc(C#N)c(SCC(=O)N3CC(=O)Nc4ccccc43)nc2c1,x,x,x,x,33%,1.6%,i,2.1,1283,0.11,1022,-0.013,-0.11,0.44,-0.41,x,x,x
NS(=O)(=O)c1ccc(NC(=O)N2c3ccccc3Sc3ccccc32)cc1,i,17,18,4,-11%,-1.7%,i,-2.9,1383,0.6,1363,0.28,-0.21,0.83,0.027,2.8,1.3,7.4
CC1=CC(C)(C)N2C(=O)C3(N=C(N)NC(Nc4ccccc4)=N3)c3cc(C)cc1c32 (stereo not drawn),i,-6,8,9,-3%,-3.2%,i,0.7,1045,-0.13,1696,0.98,0.02,0.43,-0.27,2.8,1.4,1.3
CC(C)C(=O)N1CCN(c2ccc(NC(=O)c3cccs3)cc2)CC1,i,-8,-5,-6,8%,1.0%,i,-0.9,1214,0.42,1163,0.089,-0.22,0.27,0.37,3.4,1.7,2.2
Cc1ccc(Cl)cc1NC(=O)COC(=O)c1ccc(N2CCCC2)c([N+](=O)[O-])c1,i,14,-6,-9,4%,0.7%,i,-1.8,1114,-0.13,1538,-0.16,-0.26,-0.065,0.47,1.9,1.7,4.4
NC(=O)CSc1nc(-c2ccccc2)c(-c2ccccc2)o1,i,-9,-12,1,5%,-0.3%,i,-3.3,1208,-0.38,1173,-0.22,-0.2,-0.076,0.56,2.9,2.1,2.1
O=C(Nc1ccc(NC(=S)NC(=O)c2cccs2)cc1)c1ccccc1,i,13,15,4,0%,0.0%,i,-0.7,996,x,x,0.1,-0.1,0.15,-0.94,1.9,2.4,0.8
CN(C)CCNC(=S)Nc1ccc(-c2nc3ccccc3[nH]2)cc1,i,-9,1,17,-4%,-0.8%,i,-2.2,1063,-0.48,1188,-0.71,-0.25,-0.76,1.5,1.7,2.1,1.9
COC(=O)Nc1ncc(CN2CCc3ccccc3C2)s1,i,5,-11,2,9%,-1.6%,i,-1.5,1152,-1.4,1220,0.54,-0.28,0.6,0.26,1.5,1.5,29
COC(=O)c1[nH]c2cc(OC)ccc2c1NC(=O)CN1CCN(c2cccc(C)c2)C(C)C1 (stereo not drawn),i,4,45,-16,27%,0.2%,i,-1.4,1303,-0.78,1630,-0.9,-0.24,-0.39,0.96,34,1.1,59
C/C(=N\NC(=O)c1nc2ccccn2c1C)c1cc2ccccc2o1,i,2,-11,12,-10%,-3.4%,i,-1.9,1034,-0.36,1134,0.21,-0.34,0.34,0.69,12,4.6,15
O=C(N/N=C/c1ccccc1)c1sccc1OCc1ccc(F)cc1,i,-18,6,16,4%,4.6%,i,1.2,1406,-1.4,1341,0.17,-0.21,-0.22,-0.37,3.0,1.7,3.8
Cc1cc(C(=O)Nc2sc3c(c2C#N)CCC(C)C3)cs1 (stereo not drawn),i,10,-22,-23,6%,8.7%,i,x,x,0.15,1240,0.43,-0.099,0.68,2.1,2.3,2.5,9.0
COc1cccc(/C=N/n2c(-c3n[nH]c4c3CCC4)n[nH]c2=S)c1O,i,7,10,16,-17%,-1.9%,i,0.6,911,x,x,-0.68,0.19,-0.55,1,5.4,1.8,5.7

# Reprinted at random: 3 records from the list, in no set order.
SMILES,Autophagy mod,Autophagy mod cell loss 18 h,WT yeast gro inh,WT yeast gro inh mutant strain,AID2073,HIV peptide binding,Yfh1-off respiration,bCat nuc transl,bCat nuc transl cell count 5 µM,Ins promoter up,Ins promoter up cell count,Dynein cargo inh,Dynein cargo inh cytoplasmic EGFP,Dynein cargo inh nuclear GR-EGFP,Dynein cargo inh cell count,MT stabilize HCS,MT stabilize HCS Hoechst-high %,MT stabilize HCS cytotoxicity %
COC(=O)c1[nH]c2cc(OC)ccc2c1NC(=O)CN1CCN(c2cccc(C)c2)C(C)C1 (stereo not drawn),i,4,45,-16,27%,0.2%,i,-1.4,1303,-0.78,1630,-0.9,-0.24,-0.39,0.96,34,1.1,59
CC(C)C(=O)N1CCN(c2ccc(NC(=O)c3cccs3)cc2)CC1,i,-8,-5,-6,8%,1.0%,i,-0.9,1214,0.42,1163,0.089,-0.22,0.27,0.37,3.4,1.7,2.2
COC(=O)Nc1ncc(CN2CCc3ccccc3C2)s1,i,5,-11,2,9%,-1.6%,i,-1.5,1152,-1.4,1220,0.54,-0.28,0.6,0.26,1.5,1.5,29

# 2 compounds from above, limited to Dynein cargo inh nuclear GR-EGFP.
SMILES | Dynein cargo inh nuclear GR-EGFP
COc1ccc2cc(C#N)c(SCC(=O)N3CC(=O)Nc4ccccc43)nc2c1 | 0.44
NS(=O)(=O)c1ccc(NC(=O)N2c3ccccc3Sc3ccccc32)cc1 | 0.83

# Next section
SMILES,Autophagy mod,Autophagy mod cell loss 18 h,WT yeast gro inh,WT yeast gro inh mutant strain,AID2073,HIV peptide binding,Yfh1-off respiration,bCat nuc transl,bCat nuc transl cell count 5 µM,Ins promoter up,Ins promoter up cell count,Dynein cargo inh,Dynein cargo inh cytoplasmic EGFP,Dynein cargo inh nuclear GR-EGFP,Dynein cargo inh cell count,MT stabilize HCS,MT stabilize HCS Hoechst-high %,MT stabilize HCS cytotoxicity %
Cc1nn(-c2ccccc2)c(NC(=O)c2cccs2)c(-c2ccc(Cl)cc2)c1=O,i,2,-8,4,8%,4.9%,i,-0.7,992,0.21,1355,0.18,-0.18,0.38,-0.42,2.6,1.5,0.0
COCc1[nH]nc2c1C1(C(=O)N(C)c3ccccc31)C(C#N)=C(N)O2 (stereo not drawn),i,-13,0,11,-1%,1.5%,i,-6.1,1057,0.38,1317,-0.88,-0.16,-0.19,0.2,5.6,2.7,1.7
Cn1c(=O)[nH]c(=O)c2c1nc(N/N=C/c1ccncc1)n2Cc1ccc(F)cc1,x,x,x,x,15%,-2.0%,i,1.0,1324,0.01,1021,-0.56,-0.23,-0.21,0.69,x,x,x
Cc1ccc(C)c(NC(=O)CSc2nc3c(oc4ccccc43)c(=O)n2-c2ccccc2)c1,i,6,-5,-1,12%,4.1%,i,-2.9,1221,-0.5,1334,-0.24,-0.072,-0.18,-0.4,4.8,1.3,6.8
CN1CCN(C(c2cccnc2)c2ccc3cccnc3c2O)CC1 (stereo not drawn),i,16,-1,23,10%,-5.4%,i,-4.1,1048,1.9,583,-1,0.028,-0.27,0.054,3.2,1.8,5.4
O=c1cc(N2CCN(c3cccc(Cl)c3)CC2)[nH]c(=O)n1C1CCCCC1,i,62,10,25,11%,-1.7%,i,-2.1,1337,-1.7,1618,-0.75,-0.3,-0.24,1.4,8.9,4.7,18
Cn1c(Sc2ccc(C(=O)O)cc2[N+](=O)[O-])nnc1-c1ccccc1,i,-3,-2,5,-3%,1.0%,i,0.9,1491,0.01,1512,-0.31,-0.32,0.17,0.61,3.1,2.4,6.1
N#CC1=C2SC=C(c3ccc(Br)cc3)N2CCCC1=O,i,16,12,13,-6%,0.3%,i,0.7,1193,-1.1,1220,0.0036,-0.32,0.17,0.099,3.0,2.9,0.5
Cc1cc(NC(=O)C2CCCN2C(=O)Nc2c(C)cccc2C)ccc1-n1cnnn1 (stereo not drawn),i,-9,-8,-7,11%,-1.8%,i,-2.1,1208,0.19,1222,-0.39,-0.21,0.071,-0.9,2.0,1.2,4.6
CCOC(=O)CSc1nnc(-c2cccs2)n1-c1ccccc1,i,-6,1,7,-18%,-1.5%,i,-1.1,1228,0.62,1208,-0.52,-0.21,-0.22,1.6,3.8,2.9,5.7
